Screening results deposited in PubChem BioAssay by National Center for Advancing Translational Sciences (NCATS).
Pf Dd2 growth = inhibitors of Plasmodium falciparum Dd2 growth; P. falciparum Dd2 growth, SYBR Green, 72 h; Potency, µM (titrated, usually from 28.9 µM), without a hit: top-dose activity, negative = inhibition, usual class: inhibitors; actives 4.3% (n = 120,000); active means well fitted inhibition curve with a large enough effect; inconclusive means small, poorly fitted or top-dose-only effect; inactive means no such curve, though single readings can be large or run the other way;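 further: plate controls were DMSO vehicle for no effect and reference drug for full effect; nearly all actives have a fitted effect of over 65% in size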
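Infected erythrocytes (Dd2, 0.3% parasitemia, 2.5% hematocrit final) are added to compound in RPMI-1640/Albumax II medium, grown 72 h at 37C in low oxygen, then lysed with saponin/Triton-X containing SYBR Green and read by fluorescence.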
The depositor's hits bear a star; i = inactive; ? = inconclusive; [ ] = remark or other dose. Potency means the concentration at half of the fitted maximal effect.

SMILES	Pf Dd2 growth
CN(CC1CCOCC1)S(=O)(=O)c1cc(F)cc(F)c1	14%
COc1cccc(C2C(C(=O)Nc3ccc(C)cc3C)=C(C)Nc3c(C(=O)Nc4cccc(C)c4)cnn32)c1OC (configuration not stated)	?
CC1(C)C[C@H](NC(=O)c2cccc(F)c2)[C@@]2(CCC(=O)NCc3ccco3)CC[C@](C)(O)C[C@@H]12	?
Cc1nn2c(c1-c1ccccc1N1CCCC1)N(C(=O)c1cccc(N(C)C)c1)CCC2	-53%[44.1 µM]
Cc1ccc(NC(=O)CSc2nc(C)c(Cc3ccccc3)c(=O)[nH]2)cc1C	-25%
O=C(C1CC1)N1CCC(Cc2nc(-c3ccccc3)n[nH]2)C1 (configuration not stated)	i
O=C(c1ccc(Cl)cc1)N1CC2(CCN(C3COC3)C2)Cc2ccccc21 (configuration not stated)	-23%
COc1nccnc1NC1CCN(C(=O)COc2ccc(C)cc2)CC1	23%[5.79 µM]
Cc1ccc2nc(CSc3nnc(NC(=O)C(C)C)s3)cc(=O)n2c1	-17%
CC(C)OCCCNC(=O)C1Cn2cccc2C(=O)N1 (configuration not stated)	63%[activator]
CCn1cc(C(=O)NCCCN2CCCC(C)C2)c(=O)c2cc(S(=O)(=O)N(C)C3CCCCC3)ccc21 (configuration not stated)	1µM*
O=C(CN1CCSc2ccccc21)NCc1ccccc1F	8%
O=C1[C@@H]2C[C@@H](CN2CC2CC2)Oc2ccccc2N1Cc1cccnc1	i
CCc1ccc(NC(=O)CSc2nc(-c3ccccc3)no2)cc1	2.5µM*
C=CCNC(=O)Cc1ccc(N(Cc2ccccc2)C(=O)c2ccco2)cc1	i
COCC(=O)N[C@H](C)c1c(-c2ccc(F)cc2)noc1C(=O)O	11%[44.1 µM]
CCc1nc2c(c(-c3ccc(Cl)cc3)n1)CN(C(=O)c1ccccc1C)CC2	?
CCOCCCNC(=O)c1cc2c(=O)[nH]c3ccccc3c2n1C	1%
COc1ccccc1N1CCN(C(CNC(=O)C(=O)NCCN(C)C)c2cccnc2)CC1 (configuration not stated)	-6%
COc1cccc(-n2c(SCC(=O)c3ccccc3)nc3c([nH]c4ccccc43)c2=O)c1	8%
CCCCN(CC)CCNC(=O)Cn1cc2c(n1)-c1c(oc(C(=O)N3CCCC3)c1C)CC2	?
CCC1CN(C(=O)N2CCC(C(=O)N3CCN(c4ccccc4)CC3)CC2)c2ccccc2O1 (configuration not stated)	-16%
CCCc1nn2c(=O)cc(COC(=O)c3cccs3)nc2s1	37%[activator]
O=C(Nc1ccccc1)N(Cc1c[nH]c2ccccc12)C1CCCCCC1	?
Cc1ccc(NC(=O)C2CCN(C(=O)c3ncn4c3COC(c3ccc(F)cc3)C4)CC2)c(C)c1 (configuration not stated)	-14%
Cc1cc(CNC(=O)[C@@H]2CCC[C@@H](NC(=O)C(C)(C)C)CN(C)C(=O)C2)no1	5%[44.1 µM]
COc1ccc(N2CC3CCC(C2)N3Cc2cccc(-c3cccnc3)c2)cc1	11µM*
COc1cc(NC(=O)c2cc3n(n2)CC(c2ccc4c(c2)OCO4)OC3)c(OC)cc1Cl (configuration not stated)	-6%
CCN1C(=O)CCC2(C(=O)N3CCN(Cc4ccc5c(c4)OCO5)CC3)CCCC=C12 (configuration not stated)	i
Cc1cn2nc(C(=O)Nc3ccccc3F)cc2c(N(C)Cc2ccccc2)n1	7.9µM*

Seven entries picked at random from those above, as already listed:
SMILES	Pf Dd2 growth
CC1(C)C[C@H](NC(=O)c2cccc(F)c2)[C@@]2(CCC(=O)NCc3ccco3)CC[C@](C)(O)C[C@@H]12	?
Cc1ccc2nc(CSc3nnc(NC(=O)C(C)C)s3)cc(=O)n2c1	-17%
O=C(C1CC1)N1CCC(Cc2nc(-c3ccccc3)n[nH]2)C1 (configuration not stated)	i
O=C(Nc1ccccc1)N(Cc1c[nH]c2ccccc12)C1CCCCCC1	?
CC(C)OCCCNC(=O)C1Cn2cccc2C(=O)N1 (configuration not stated)	63%[activator]
Cc1ccc(NC(=O)C2CCN(C(=O)c3ncn4c3COC(c3ccc(F)cc3)C4)CC2)c(C)c1 (configuration not stated)	-14%
CCCc1nn2c(=O)cc(COC(=O)c3cccs3)nc2s1	37%[activator]

The list continues:
SMILES	Pf Dd2 growth
Cc1ccc(-c2nc3ccccc3o2)cc1NC(=O)Cc1ccc(Cl)cc1	31%[activator]
CN1C(=O)c2cncnc2OCC1CNC(=O)Cc1cccs1 (configuration not stated)	?
COc1ccc(C(=O)N2CCC3(CC2)C(OC)C(=O)N3CC2CC2)cn1 (configuration not stated)	16%
Cc1ccc(S(=O)(=O)N(C)Cc2cccc(C(F)(F)F)c2)cc1	-21%
CCSC1=NC2(CCN(C(=O)NC3CCCCC3)CC2)N=C1c1ccc(C)c(C)c1	?
CC(C)(C)C1CCc2c(sc3nc(-c4cc5cc(Cl)ccc5oc4=O)[nH]c(=O)c23)C1 (configuration not stated)	i
COc1ccc(C(=O)NCCC2CCN(C(=O)Nc3ccc(C)cc3)CC2)cc1	?
COc1ccc(NC(=O)c2cc3c(N(C)Cc4ccccc4)nc(C)cn3n2)cc1OC	i
CC(=O)c1ccc(NC(=O)c2cccc(NC(=O)N3CCSc4ncccc43)c2)cc1	i
Cn1nc2n(c1=O)CCN(C1CCSCC1)CC2	20%
CN1c2cc(C(=O)N3CCOCC3)ccc2OCC1CC(=O)NC(C)(C)C (configuration not stated)	-5%
COc1ccc(-c2cc(N3CCCC(NC(=O)c4ccncc4)C3)n[nH]2)cc1 (configuration not stated)	i
CCc1nn(CC(=O)N(C)Cc2ccccc2)c(=O)c2cc3sccc3n12	-29%
Cc1cc2c(cc1NS(=O)(=O)c1ccc(F)cc1)n(C)c(=O)c(=O)n2C	10%
Cc1ccc(-n2cnc3cc(C(=O)NCc4ccc(F)cc4)ccc32)c(C)c1	?
Cc1ccc(NC(=O)COc2ccc3oc4c(c3c2)CCCC4)cc1C	39%[activator]
COc1ccc(OC)c(NC(=O)CN2C(=O)NC(c3ccc(Cl)cc3)C3=C2COC3=O)c1 (configuration not stated)	-17%
COc1ccc(OC)c(Nc2sc(C(=O)c3ccccc3)c(N)c2S(=O)(=O)c2ccccc2)c1	8.9µM*
CCc1nn(CCCC(=O)N2CCN(c3ccc(OC)cc3)CC2)c(=O)c2cc3occc3n12	-8%
Cc1ccc(CNC(=O)c2cc(C3CC3)nc3c2c(C)nn3-c2cccc(Cl)c2C)cc1	0%
COc1ccc(CC(=O)Nc2cnc(-c3ccc(C)cc3)nc2)cc1	?
CCCOCCCNC(=O)c1c(C)noc1-c1ccccc1Cl	i
CN1CCC2(C1)CN(Cc1ccccc1)c1ccc(C(=O)NCC3CC3)cc12 (configuration not stated)	13%[44.1 µM]
CCCN(C(=O)COc1cc(=O)n(CC)c2ccccc12)c1ccc(C(C)C)cc1	43%[activator]
Cc1ccc(S(=O)(=O)N2CCc3c(C(=O)NCC(C)C)cccc32)cc1	-9%
CCOc1ccc(-c2cc3c(=O)n(CC(=O)NCc4ccc(F)cc4)ccn3n2)cc1	76%[activator]
COc1ccc(OCc2cc(C(=O)NCc3ccncc3C)n[nH]2)c(Cl)c1	-14%
Cc1cnc(C(=O)N[C@@H]2CCC[C@@H]2C(=O)Nc2ccc(C)c(F)c2)cn1	?
COC[C@@H]1CN(C(=O)c2cc3ccccc3[nH]2)C[C@H]1c1nc(C)no1	?
COCCn1nnnc1C1CC2(CCOCC2)C(=O)N1Cc1cccc(C)c1 (configuration not stated)	44%[activator]

Some values from above.
For Pf Dd2 growth, `COc1ccc(C(=O)N2CCC3(CC2)C(OC)C(=O)N3CC2CC2)cn1` (configuration not stated) has the entry 16%
For Pf Dd2 growth, `CCc1nn(CC(=O)N(C)Cc2ccccc2)c(=O)c2cc3sccc3n12` has the entry -29%

2 of these compounds in another layout.
> CN1c2cc(C(=O)N3CCOCC3)ccc2OCC1CC(=O)NC(C)(C)C (configuration not stated)
  Pf Dd2 growth: -5%
> COc1ccc(-c2cc(N3CCCC(NC(=O)c4ccncc4)C3)n[nH]2)cc1 (configuration not stated)
  Pf Dd2 growth: i

Continued.
SMILES	Pf Dd2 growth
CCCc1noc(-c2cn(C3CCN(C(=O)c4ccoc4)CC3)nn2)n1	i
Cc1cc(=O)n(CC(=O)Nc2ccc(F)cc2)c(N2CCN(c3ccccc3)CC2)n1	?
CCNC(=O)c1n[nH]c2c1CN(C(=O)c1cccc(Cl)c1)CC2	i
Nc1c(C(=O)NCc2ccc(Cl)cc2)sc2nc(-c3ccc(F)cc3)ccc12	-3%
Cc1nccc(N2CCC3(CC2)CN(CCCN2CCC(N(C)C)C2)C(=O)O3)n1 (configuration not stated)	-12%
COc1ccc(C(=O)N[C@H]2CCOC[C@H]2C2CCOCC2)cc1O	-5%
COc1cccc(-c2n[nH]c3c2C(c2cccc(O)c2)N(C)C3=O)c1 (configuration not stated)	-22%
CCc1nnc(NC(=O)CSc2nc3c([nH]c4ccccc43)c(=O)n2-c2ccc(F)cc2)s1	-13%
Cc1ccc(CNC(=O)N2CCCC(c3noc(COc4ccccc4F)n3)C2)cc1 (configuration not stated)	i
CCn1cc(S(=O)(=O)N2CCC3(CC2)CN(Cc2ccc(OC)cc2)C3=O)cn1	i
CCC(=O)Nc1ccc(CC)cc1-c1nc2ccccc2n(CC(=O)c2ccc(OC)cc2)c1=O	8%
CCOC(=O)CNC(=O)c1cc2c(=O)n3cccc(C)c3nc2s1	-3%
O=S(=O)(c1ccc(F)cc1)N1CCCC(Cc2noc(-c3cccnc3)n2)C1 (configuration not stated)	i
CC(C)Cn1c(CN(C)C(C)c2ccon2)cnc1S(=O)(=O)Cc1ccccc1 (configuration not stated)	-22%
COc1ccc(-c2ccc3nc(-c4cc(F)ccc4F)oc3c2)c(OC)c1OC	-11%
COc1ccc(-c2cc3c(=O)n(CCNC(=O)c4ccccn4)ccn3n2)cc1	?
CC(=O)Nc1ccc(-c2nnc3n(Cc4ccc(C)cc4)c(=O)c4ccccc4n23)cc1	124%[activator]
Cc1nc(-c2ccc(N(C)C)cc2)cc([C@H]2CN3CC[C@H]2C[C@@H]3CNC(=O)N2CCOCC2)n1	?
CC1CCN(CCCNC(=O)C2CCCN(Cc3ccncc3)CCC(=O)NCC2)CC1 (configuration not stated)	8%
CC1(C)CN(C(=O)c2ccccc2Oc2ccccc2)CC1(C)O (configuration not stated)	18%
Cc1cc(CNC(=O)C2CC(=O)N(c3ccc(C(C)C)cc3)C2)no1 (configuration not stated)	-9%
COc1ccc(-c2nnc3ccc(NC4CCCCC4)nn23)nc1	?
COc1cccc(CNC(=O)c2ccc3c(c2)N(C)C(=O)C2CCCCN32)c1 (configuration not stated)	-7%
O=C1c2c(-c3nc(-c4ccsc4)no3)nnn2CCN1CC1CCCO1 (configuration not stated)	i
O=C(CCNc1c(-c2cccc(F)c2)nc2cnccn12)N1CCCC1	i
CC(=O)c1cccc(-n2c(=O)c3c4c(sc3n(Cc3ccccc3Cl)c2=O)CN(C(C)=O)CC4)c1	i
N#Cc1ccc(CN2CCC(N3CCCOC3=O)CC2)cc1	13%
Cc1ccc(CNC(=O)CCc2cn(Cc3ccc(C)cc3)c3ccccc23)cc1	-22%
COc1cccc(C(=O)N2c3nc(-c4ccco4)nn3C3(CCCCC3)[C@@H]3CCCC[C@@H]32)c1	?
Cc1cc(C)cc(C(=O)Nc2cccc(-c3nnc4n3CCCC4)c2)c1	3.2µM*

The results go on.
| SMILES | Pf Dd2 growth |
| --- | --- |
| CN1CCSc2ccc(C(=O)NCc3ccccc3F)cc21 | -26% |
| Cc1ccccc1S(=O)(=O)N1C[C@@H](Oc2cccnc2)C[C@H]1C(N)=O | -8% |
| COCCOc1ccc2c(n1)CCN(C(=O)c1ccsc1)C2 | ? |
| Cc1oc(-c2ccc(NC(=O)Cc3ccccc3)cc2)nc1CNC(=O)c1ccc(-c2ccco2)cc1 | -23% |
| C[C@H]1[C@@H]2[C@@H](O)[C@H]([C@H](C)C(=O)N3CCCC3)CC[C@@]2(C)CC[C@@H]1NC(=O)CC(C)(C)C | ? |
| CCOc1ccccc1NC(=O)Cn1c(=O)n(C(C)C)c(=O)c2oc3ccccc3c21 | -14% |
| O=C1Nc2ccccc2CC12CN(Cc1ccc(F)cc1)C2 | -29%[44.1 µM] |
| COc1ccc(CNC(=O)Cc2coc3ccc(C)cc23)cc1 | 43%[activator][5.79 µM] |
| O=C(C1CN(S(=O)(=O)c2ccccc2)CC12CCCCC2)N1CCOCC1 (configuration not stated) | 7% |
| COc1cccc(CCN(Cc2cccc(C)c2)C(=O)[C@H]2CCC[C@H](O)C2)c1 | -14% |
| COc1cccc(CN2CC[C@@]3(O)CCNC[C@H]3C2)c1OCCCn1ccnc1 | 4µM* |
| c1cc2nc(C3CCN(C4CCCCC4)C3)[nH]c2cn1 (configuration not stated) | 31%[activator][44.1 µM] |
| CC(C)CC(=O)N1CCC(N2C[C@H](O)C[C@H]2C(=O)NCc2cccnc2)CC1 | 27% |
| Cc1cc(C)c(CNC(=O)c2nc(-c3ccccc3C)cc3c2ccn3C(C)C)c(=O)[nH]1 | -22%[44.1 µM] |
| Cc1nc2sccn2c(=O)c1S(=O)(=O)Nc1ccc(N2CCOCC2)cc1 | 6% |
| CCOC(=O)c1c(C)oc2nc(C)nc(N3CCN(c4ccccc4)CC3)c12 | ? |
| COCC1CN(Cc2ccc(Br)s2)CC12CCNCC2 (configuration not stated) | ? |
| CCn1ncc(N2CCCC(CC(=O)Nc3ccc(F)c(F)c3)C2)cc1=O (configuration not stated) | -3% |
| COc1cccc(CNC(=O)Cn2c(-c3cccc(Cl)c3)nc(C)c(CCO)c2=O)c1 | i |
| Cc1cc(C)c2c(n1)nn1c(C)c(CCC(=O)NCc3ccc(Cl)cc3)c(C)nc21 | 7% |
| O=C(c1ccccc1)N1CCc2nc(C3CC3)nc(-c3ccc(O)cc3)c2CC1 | -2% |
| CCOC(=O)c1cc(-c2ccccc2)n(CCC(=O)NCCc2cccc(C)c2)c1C | -3% |
| COc1ccc(CNC(=O)c2ccc3c(c2)N(Cc2cc(C)ccc2C)C(=O)CS3)cc1 | 0% |

The list is partial (hit frequency here may not be typical).
